T cell modulator: modulators of CD8 T cell-vesicle binding, primary screen, mouse 2C CD8+ T cells, flow cytometry; hit rate 0.068% among 330,000; calls only at 7 µM; 2C CD8+ T cell-vesicle binding; stronger effect = lower value;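 active = response, share of CD8 T cells binding vesicles, and their 90th percentile fluorescence all below set limits, cut at about 80% in these data, passing the limit was not always enough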
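Assay system: 2C TCR transgenic mouse naive CD8+ T cells, MACS-purified | Read-out: CD8+ gate FL2 mean fluorescence as % of same-row positive control | Signal: High-throughput flow cytometry with anti-B7-1 and anti-CD8 staining | Timing: Binding step 1.5 h, 37 °C, antibody labelling 20 min, ice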
TNAP activators: human TNAP enzyme activators, primary screen, biochemical, luminescent, no phosphate acceptor, uHTS (AID 1001); hit rate 0.03% among 200,000; one-dose activation fold at 20 µM; EC50 in µM for titrated hits; Alkaline phosphatase, tissue-nonspecific isozyme (Homo sapiens); purified TNAP, luminescent activation assay, no phosphate acceptor; higher activation fold means a stronger effect; in the data active = activation fold from about 3, or a potency from the dose series; inactive = the rest, 99 in 100 with activation fold below about 1.6; also: many of its hits are not listed in these tables
human PMI inhibitors: human PMI inhibitors, high substrate, primary screen, biochemical, fluorescence intensity, high mannose 6-phosphate (AID 1220) | Mannose-6-phosphate isomerase (Homo sapiens) | inhibition, % at 20 µM; hits with a dose series show IC50 in µM | recombinant PMI enzyme, coupled fluorescence intensity; higher % means a stronger effect | hit rate 0.66% among 190,000
K1F lysis inhibition: inhibition of K1F phage lysis, E. coli UTI89, bacterial capsule biogenesis inhibitors, alamar blue (AID 488966) | E. coli UTI89 K1F phage lysis, alamar blue, 2 h; higher % means a stronger effect | inhibition, % at 100 µM; hits with a dose series show IC50 in µM | hit rate 0.02% among 340,000;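 active = phage lysis inhibition, versus mean bacterial control, above a set limit; inconclusive = no clear call, values can overlap the other calls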;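 also: capsule biogenesis inhibitors block K1F phage lysis so surviving cells raise fluorescence; higher fluorescence means more inhibition of phage lysis; actives were called in the ten point dose series up to 300 µM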
RSV antiviral HEp-2: RSV antiviral activity via CPE protection, HEp-2 cells, primary 10 µM value included (AID 2391) | hit rate 0.13% among 310,000 | HEp-2 cells, RSV-induced CPE inhibition; higher % means a stronger effect | one-dose CPE inhibition, % at 10 µM; IC50 in µM for titrated hits; in the data active = a potency from the dose series; inconclusive = CPE inhibition mostly from about 23% at the one dose, without a potency; inactive = the rest, 99 in 100 with CPE inhibition below about 21%; also: strong numbers were not always called active
M1AAP inhibition: P. falciparum M1AAP inhibitors, biochemical, fluorogenic H-Leu-NHMec substrate, 1536-well (AID 1445); Aminopeptidase N (Plasmodium falciparum (isolate 3D7)); recombinant M1AAP, H-Leu-NHMec fluorogenic kinetic assay; higher % means a stronger effect; one-dose inhibition, % at 30 µM; IC50 in µM for titrated hits; hit rate 0.42% among 220,000;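 active = primary inhibition above the hit cutoff, then over 50% inhibition at one or more dose response concentrations, cut at about 23% in these data, passing the limit was not always enough; inconclusive = conflicting primary data, or primary hits not chosen for dose response; inactive = low primary inhibition, or under 50% at every dose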;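 also: plate controls were DMSO full reaction for no effect and no enzyme background for full effect; strong numbers were not always called active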
P. falciparum M17LAP: P. falciparum M17LAP inhibitors, primary screen, biochemical, fluorogenic H-Leu-NHMec substrate, 1536-well (AID 1619) | recombinant M17LAP, H-Leu-NHMec fluorogenic kinetic assay; higher % means a stronger effect | Leucine aminopeptidase (Plasmodium falciparum (isolate 3D7)) | one-dose inhibition, % at 30 µM; IC50 in µM for titrated hits | hit rate 0.38% among 220,000;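 active = compound inhibiting the enzyme by more than half at any dose during confirmatory dose-response retesting; inconclusive = strong single-dose inhibitors picked by rank but not retested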;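 also: plate controls were full reaction with DMSO carrier for no effect and no enzyme background for full effect; strong numbers were not always called active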
West Nile antiviral: West Nile virus antiviral activity, cell-based, CPE readout (AID 1621); West Nile virus-infected cells, CPE inhibition; higher % means a stronger effect; one-dose CPE inhibition, % at 10 µM; IC50 in µM for titrated hits; hit rate 0.02% among 290,000; in the data active = a potency from the dose series; inconclusive = CPE inhibition mostly from about 3.7% at the one dose, without a potency; inactive = the rest, 99 in 100 with CPE inhibition below about 2.2%; also: strong numbers were not always called active
human PMI inhibition: inhibitors of human PMI, primary screen, biochemical, fluorescence intensity, coupled assay (AID 1209); Mannose-6-phosphate isomerase (Homo sapiens); purified PMI enzyme, coupled fluorescence intensity; higher % means a stronger effect; one-dose inhibition, % at 20 µM; IC50 in µM for titrated hits; hit rate 0.42% among 190,000;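 also: plate controls were DMSO vehicle for no effect and wells lacking substrate for full effect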
T cell modulator vesicle-bound %: also measured in T cell modulator; calls as there; double positive events, %; measured here: CD8+ vesicle-bound cell fraction;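 binding gate set so that unloaded-vesicle control wells show 10% double positive cells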
Starred values were filed as active, the others as inactive; i = inactive; ? = inconclusive; / = no result given; & = joins results of further samples; [ ] = remark or other dose. Rule as the data show it, unless noted: active = inhibition above about 50%; inactive = the rest.

SMILES	T cell modulator	T cell modulator vesicle-bound %	TNAP activators	human PMI inhibitors	K1F lysis inhibition	RSV antiviral HEp-2	M1AAP inhibition	P. falciparum M17LAP	West Nile antiviral	human PMI inhibition
O=C(CSC(=S)N1CCCCC1)Nc1ncc2c(n1)CCCC2=O	i	53	/	/	0.1%	1.3%	12%	-4%	0.0%	/
COCCn1nnnc1C(c1ccc(Cl)cc1)N1CCSCC1 (stereo not drawn)	i	37	1	-6%	2.5%[50 µM]	0.7%	6%	0%	-0.5%	-6%
COc1ccccc1-c1nc(SCC(=O)Nc2cc(C)on2)c2c(=O)n(C)c(=O)n(C)c2n1	i	28	/	/	2.0%[50 µM]	1.7%	/	/	3.3%	/
O=C(Nc1ncccn1)C12CC3CC(CC(C3)C1)C2	i	22	/	/	/	0.4%	7%	5%	-0.1%	/
CCOc1ccc(NC(=O)c2ccccc2OCC(=O)c2ccc(C)cc2)cc1	i	32	1	6%	0.5%	-0.2%	0%	7%	0.1%	16%
O=C(NC1CCCCC1)c1ccc(Cl)c(NC(=O)c2ccccc2F)c1	i	42	1	2%	/	3.1%	2%	-1%	-1.2%	0%
CCn1cnc2cc(NCc3ccncc3)ccc21	i	23	1.1	22%	1.5%	6.1%	3%	-1%	-0.1%	28%
O=C(C(=O)c1ccc(O)cc1)c1ccccc1	i	21	/	/	0.2%	-0.1%	/	/	0.1%	/
NC(=O)C1CCN(c2nc(C3CC3)nc3c2nnn3Cc2ccccc2)CC1	i	16	0.9	-5%	4.2%	/	-2%	-9%	-0.5%	0%
CC1CCCN(S(=O)(=O)c2cccc3nonc23)C1 (stereo not drawn)	i	67	/	/	-0.1%	0.6%	/	/	-0.4%	/
Cc1ccc(C)c(NCC(=O)NNC(=S)Nc2ccccc2)c1	i	41	1.4	-8%	-3.2%	0.8%	-10%	16%	-0.4%	0%
CCCSc1ccc(-c2nn(-c3ccccc3)cc2/C=C(/C#N)C(=O)N2CCOCC2)cc1	i	6	1	-1%	0.0%[50 µM]	?	6%	-16%	-0.6%	-2%
CC(=O)Nc1ncc2c(n1)CC(c1ccco1)CC2=O (stereo not drawn)	i	35	1.1	-10%	-0.6%	1.2%	3%	0%	0.3%	-3%
Nc1c(C(=O)Nc2ccc(F)cc2)nnn1-c1cccc(C(F)(F)F)c1	i	18	1.1	-7%	0.5%	-0.5%	1%	-4%	-0.5%	-15%
Fc1ccc2c(c1)C(c1ccncc1)=NNC(c1ccccc1)=N2	i	47	1.1	2%	2.8%	2.4%	-1%	1%	1.0%	-5%
COc1ccc(OCc2cc(C(=O)NCC(C)Oc3cccnc3)no2)c(Cl)c1 (stereo not drawn)	i	16	/	/	0.0%	19%	/	/	-1.5%	/
CCC1=NN(C(=O)c2ccc(Cl)cc2)C(O)(c2ccc(C)cc2)C1 (stereo not drawn)	i	58	/	/	-0.8%	19%	/	/	-1.3%	/
O=c1c(/C=C(\O)c2ccc(F)cc2)nc2ccccc2n1-c1ccccc1	i	40	0.9	6%	0.4%	11%	4%	6%	-0.2%	13%
O=C(c1c[nH]c(C(=O)C(Cl)(Cl)Cl)c1)c1ccccc1Br	i	51	1	3%	-2.3%	-0.6%	8%	-1%	-0.6%	-4%
Cc1ccc(NC(=O)[C@H](C)NC(=O)C2CCN(C(=O)[C@H](CC(C)C)NC(=O)OC(C)(C)C)CC2)cc1	i	41	/	/	0.5%[50 µM]	5.6%	/	/	-1.4%	/
CC(=O)NCc1ccc(S(=O)(=O)N/N=C/c2ccc(N(C)C)cc2)cc1	i	47	1.1	-10%	0.1%	0.9%	8%	9%	0.3%	0%
CCCCC(=O)Nc1cccc(NC(=O)c2ccccc2Br)c1	i	39	1.1	9%	5.9%	0.7%	5%	-7%	-0.7%	7%
CC(=O)c1cccc(NC(=O)/C(=C\c2cccnc2)NC(=O)c2ccccc2)c1	i	23	/	/	0.3%	0.7%	/	/	-0.7%	/
CN(C)/C=N/c1nc2nccc(-c3ccc(F)cc3)n2n1	i	4	1.1	0%	1.1%	-1.6%	23%	-113%	0.2%	-5%
Fc1cccc(CSc2nnc3c(n2)[nH]c2ccccc23)c1	i	56	/	/	0.1%	-1.1%	2%	11%	-0.3%	/
Cc1cc(C)cc(N=Cc2[nH]c3ccc(Br)c(Cl)c3c2O)c1	i	56	1	20%	-2.2%	1.3%	6%	0%	-0.5%	-11%
COc1cc(/C=N/Nc2nc(=O)[nH]nc2C)cc(OC)c1O	i	13	1.7	23%	1.7%	-0.1%	8%	40%	0.9%	16%
S=c1[nH]nc(-c2ccc(Br)o2)n1Cc1ccccc1	i	37	0.7	-1%	0.3%	-0.4%	6%	-12%	1.3%	5%
C=C(C)[C@@H]1CC=C(CN2CCC(N3CCC(C(=O)N4CCCC4)CC3)CC2)CC1	i	49	1	-4%	0.1%	-0.1%	1%	-4%	-2.2%	1%
CCOC(=O)C(NC(=O)CC)(Nc1cc(C)on1)C(F)(F)F (stereo not drawn)	i	33	1.1	-4%	-0.2%	0.1%	7%	-1%	0.1%	2%
CC(=O)OCC1OC(Sc2cccc3cccnc23)C(OC(C)=O)C(OC(C)=O)C1OC(C)=O (stereo not drawn)	i	38	1.1	1%	0.7%	1.3%	0%	-5%	0.4%	4%
CN(CC(=O)Nn1cnnc1)S(=O)(=O)c1ccc(Br)cc1	i	39	1.1	-26%	1.5%	/	5%	-8%	0.3%	-3%
N#CCNc1ccc([N+](=O)[O-])cc1C#N	i	23	/	/	-1.4%	1.1%	1%	13%	-0.1%	/
C=CCN1CC(=O)N2C(c3ccccc3)c3[nH]c4ccccc4c3C[C@H]2C1=O (stereo partly drawn)	i	22	/	/	0.1%[50 µM]	1.8%	/	/	-0.8%	/
CCOCCCn1c(SCC(=O)NCc2ccco2)nc2c(sc3ccccc32)c1=O	i	46	1.2	-2%	0.7%	8.0%	4%	2%	1.0%	-15%
CCCN1CCC(=O)N([C@H](COc2ccccc2)Cc2ccccc2)CC1	i	24	/	/	-0.3%	-2.0%	/	/	-1.0%	/
Nc1cc(-c2ccccc2)ccc1O	i	16	0.9	28%	0.6%	0.4%	0%&8%	7%&9%	0.2%&0.2%	28%
CCc1sc(C(=O)NCc2ccco2)cc1C	i	33	/	/	0.2%	0.2%	/	/	-0.1%	/
Cc1cc(C(=O)N2CCCC(N3CCN(c4cccc(C(F)(F)F)c4)CC3)C2)c(C)o1 (stereo not drawn)	i	8	/	/	-1.3%[50 µM]	13%	/	/	-1.1%	/
NC(=O)C1(N2CCCCC2)CCN(C(=O)NC2CCCCC2)CC1	i	11	1.1	-4%	1.3%	-0.1%	6%	2%	-0.1%	5%

As entered above.
In West Nile antiviral, `CCc1sc(C(=O)NCc2ccco2)cc1C` has the entry -0.1%
In RSV antiviral HEp-2, `C=CCN1CC(=O)N2C(c3ccccc3)c3[nH]c4ccccc4c3C[C@H]2C1=O` (stereo partly drawn) has the entry 1.8%

(continued)
SMILES	T cell modulator	T cell modulator vesicle-bound %	TNAP activators	human PMI inhibitors	K1F lysis inhibition	RSV antiviral HEp-2	M1AAP inhibition	P. falciparum M17LAP	West Nile antiviral	human PMI inhibition
Cn1ncc(Cl)c1C(=O)Nc1ccc2c(c1)OCO2	i	15	/	/	-0.6%[50 µM]	1.2%	/	/	0.1%	/
Cc1ccc(C(=O)C2COC(=O)C2)cc1 (stereo not drawn)	i	55	1.1	7%	1.5%	-0.5%	-4%	4%	-0.6%	5%
CCN1CCN(CCNC(=O)c2ccc3nc(-c4cccc(C)c4)c(-c4cccc(C)c4)nc3c2)CC1	i	28	/	/	-1.4%	0.9%	/	/	-1.3%	/
CC(C(=O)Nc1ccc(O)cc1C(=O)O)N1C(=O)/C(=C\c2cccs2)SC1=S (stereo not drawn)	i	14	/	/	-0.5%	-0.3%	/	/	-0.4%	/
O=C(COC(=O)C1CC(=O)N(Cc2ccccc2)C1)Nc1ccc(Cl)cc1F (stereo not drawn)	i	20	/	7%	0.3%	2.6%	0%	-6%	0.7%	10%
CN1C(=O)c2ccc(NC(=O)CCS(=O)(=O)c3ccccc3)cc2C1=O	i	18	1.1	14%	-0.1%	-1.1%	-4%	-6%	-0.1%	8%
O=C(NCC1CC1)[C@@H]1C[C@H]1[C@@H](NP(=O)(c1ccccc1)c1ccccc1)c1ccccc1	i	29	1.1	4%	-0.2%	3.4%	5%	-18%	-0.9%	-3%
CCOc1cc(Br)c(CC(=O)NC2CCCCCC2)cc1OCC	i	32	/	/	0.7%	2.1%	/	/	-1.1%	/
Cc1cccc(Nc2nc3c(s2)CCCC3)c1	i	48	1	10%	0.3%[50 µM]	6.4%	3%	4%	-0.4%	16%
O=C(CCNS(=O)(=O)c1cccc2nonc12)NC1CCCCC1	i	66	1.3	-9%	-0.2%	0.5%	8%	-5%	-0.5%	-8%
Cc1ccc2nc(N3C(=O)C(O)=C(C(=O)c4ccco4)C3c3cccs3)sc2c1 (stereo not drawn)	i	29	1.1	-32%	-4.9%	?	27%*	44%	-0.7%	-15%
O=C(CSc1nnc(CNC(=O)c2cccc(C(F)(F)F)c2)o1)NC1CCCCC1	i	36	/	/	0.7%	0.6%	/	/	-0.5%	/
Cn1cccc1C(=O)NC(=O)COC(=O)c1cc([N+](=O)[O-])ccc1Cl	i	58	1.1	4%	0.4%	2.4%	2%	2%	0.0%	-3%
CC(=O)Nc1c(O)nc(SCC(=O)Nc2ccc(C(C)=O)cc2)[nH]c1=O	i	26	1.1	-4%	0.2%	-1.4%	-2%	21%	-0.5%	-3%
CCOC(=O)C1=C(C)NC(C)=C(C(=O)OCC)C1c1cn(-c2ccccc2)nc1-c1ccco1	i	33	1	0%	-0.1%	3.2%	6%	0%	-0.2%	3%
CC(=O)Nn1c(-c2ccccc2)cc2ccccc21	i	4	1.1	-4%	-0.2%	2.0%	2%	-4%	0.5%	-4%
O=c1c2ccccc2oc2nc(-c3cccs3)n(CCc3ccccc3)c(=O)c12	i	56	1.1	2%	/	0.4%	0%	-4%	-0.4%	-4%

An unsorted share of the library. Share with any hit: about 1.5%.
